# Source: PubChem (several laboratories)
# Pf gametocyte = late stage P. falciparum gametocyte viability inhibitors, primary screen, ATP luminescence, HTS; P. falciparum stage V gametocytes, 24 h; inhibition, % at 10.9 µM; hit rate 0.065% among 150,000;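 active = inhibition above the mean plus 3 SD of compounds within the control limits, set per campaign, cut at about 38% in these data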;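 also: 0% = DMSO wells and 100% = medium only without gametocytes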
# Avidin fluor = green autofluorescence of compounds with avidin beads – biophysical, 488/530 nm, flow cytometry, artefact control, profiling panel; compound fluorescence 488/530 nm; hits give high values; fluorescence (KMESF) at 10 µM; hit rate 0.38% among 220,000; AID 1775, 2009; in the data active = fluorescence above about 47; also: inactives centre near 10
# Mcl1-Noxa inh = Mcl-1/Noxa binding inhibitors, primary screen, biochemical, TR-FRET, 1536-well | inhibition, % at 21.7 µM | AID 1022, 2008 | hit rate 1.5% among 220,000 | TR-FRET Mcl-1/Noxa peptide binding, 2 h | Induced myeloid leukemia cell differentiation protein Mcl-1 (Homo sapiens), Q07820;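 active = compounds that cut the protein-peptide binding signal by more than 50% relative to plate controls in a single-dose test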;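 also: His-tagged Mcl-1 with rhodamine Noxa BH3 peptide and terbium anti-His antibody; 0% = Mcl-1 plus Noxa peptide wells and 100% = peptide-only wells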
# Target sequence (Q07820 whole entry, looked up): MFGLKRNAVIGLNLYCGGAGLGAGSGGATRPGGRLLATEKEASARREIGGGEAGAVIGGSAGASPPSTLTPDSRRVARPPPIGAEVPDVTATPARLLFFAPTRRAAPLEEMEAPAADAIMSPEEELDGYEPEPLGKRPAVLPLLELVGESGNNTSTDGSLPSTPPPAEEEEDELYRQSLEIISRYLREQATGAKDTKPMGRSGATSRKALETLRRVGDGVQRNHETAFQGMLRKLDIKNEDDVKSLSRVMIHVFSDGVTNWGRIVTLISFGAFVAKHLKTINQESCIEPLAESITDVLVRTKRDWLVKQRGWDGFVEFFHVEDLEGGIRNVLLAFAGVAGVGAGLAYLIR
# Rab7 wt modul = modulators of GTP binding to Rab7, primary screen, biochemical, wildtype, multiplex bead flow cytometry; Rab7 GTPase wild type (dog), Bodipy-FL-GTP binding; GST-Rab7 beads, fluorescent GTP binding; actives lie on both sides; untreated = 100%, excess cold GTP = 0%; GTP binding activity (percent of control), % at 10 µM; hit rate 0.055% among 190,000;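 active = fluorescent GTP binding to Rab7 beads changed by at least 20 points from the 100% baseline, either direction, mostly lower; inconclusive = compound itself probably fluorescent, or too few beads counted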;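 also: median green fluorescence of bound Bodipy-FL-GTP per Rab7 bead population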
# Rac1 wt GTP bind = wildtype Rac1 GTP binding modulators, primary screen, biochemical, GST-Rac1 beads, flow cytometry, multiplex. fluorescent GTP binding; actives lie on both sides; 0 = cold GTP competed, 100 = untreated. Ras-related C3 botulinum toxin substrate 1 (Homo sapiens), P63000. hit rate 0.27% among 190,000. GTP binding activity (% of control), % at 10 µM;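 active = GTP binding activity at least 20 points away from the 100% control level, either lower or higher; inconclusive = compound flagged as likely green fluorescent, judged across all proteins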
# HRas wt GTP bind = modulators of GTP binding to HRas wildtype, primary screen, biochemical, bead-based flow cytometry, multiplex; GTPase HRas (Homo sapiens), P01112; GST-Ras wt beads, Bodipy-FL-GTP binding; actives lie on both sides; GTP binding activity, % at 10 µM; hit rate 0.14% among 190,000; AID 759, 2007;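 active = GTP binding activity at least 20% away from the 100% baseline, either lowered as inhibitor or raised as activator; inconclusive = flagged as likely green fluorescent, judged across all proteins in the well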;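 also: 0% = unlabeled GTP competition control and 100% = no-compound control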
# Target sequence (P01112 whole entry, looked up): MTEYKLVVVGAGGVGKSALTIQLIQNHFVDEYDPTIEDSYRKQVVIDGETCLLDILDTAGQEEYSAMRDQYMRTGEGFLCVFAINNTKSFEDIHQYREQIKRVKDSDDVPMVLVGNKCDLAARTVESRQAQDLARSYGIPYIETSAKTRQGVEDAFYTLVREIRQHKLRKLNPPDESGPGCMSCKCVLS
# Cdc42 wt GTP = modulators of GTP binding to wildtype Cdc42, primary screen, biochemical, multiplex bead flow cytometry, Bodipy-GTP | Cell division control protein 42 homolog (Homo sapiens), P60953 | GST-Cdc42 beads; actives lie on both sides | percent activity (GTP binding), % at 10 µM | hit rate 0.2% among 190,000;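 active = percent activity GTP binding at least 20 points away from the 100% baseline, either down as inhibitor or up as activator; inconclusive = compound flagged as likely green fluorescent from well-wide comparison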;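 also: median bead fluorescence of bound Bodipy-FL-GTP at 100 nM; 0% = excess unlabeled GTP control and 100% = no compound control; below 100% means less GTP binding so inhibitor and above means activator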
# Target sequence (P60953 whole entry, looked up): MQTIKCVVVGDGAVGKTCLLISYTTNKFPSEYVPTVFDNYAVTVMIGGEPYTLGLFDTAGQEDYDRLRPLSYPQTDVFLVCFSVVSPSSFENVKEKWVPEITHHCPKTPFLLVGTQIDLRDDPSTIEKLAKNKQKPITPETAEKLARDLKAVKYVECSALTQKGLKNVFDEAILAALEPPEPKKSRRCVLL
# Mcl1-Bid inh = Mcl-1/Bid binding inhibitors, primary screen, biochemical, TR-FRET, 1536-well | TR-FRET Mcl-1/Bid-Dy647 peptide binding | hit rate 0.97% among 220,000 | inhibition, % at 21.7 µM;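 active = compounds that cut the binding signal by more than half at the single screening dose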;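 also: His-tagged Mcl-1 with europium anti-His antibody binding Bid BH3 peptide; 0% = Mcl-1 plus peptide wells and 100% = peptide-only wells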
# Rab2 wt GTP = modulators of GTP binding to Rab2A wildtype, primary screen, biochemical, dog, bead-based flow cytometry, multiplex; Ras-related protein Rab-2A (Canis lupus familiaris), P61105; AID 760, 2007; hit rate 0.19% among 190,000; GTP binding activity, % at 10 µM; GST-Rab2 wt beads, Bodipy-GTP binding;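 active = GTP binding activity at least 20 points away from 100%, either lowered or raised; inconclusive = signal likely due to the compound's own green fluorescence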;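 also: 0% = beads with excess unlabeled GTP and 100% = no-compound control corrected for plate trend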
# Rac1 mut GTP = GTP binding modulators of activated mutant Rac1, primary screen, biochemical, bead-based flow cytometry, multiplex, fluorescent GTP; Ras-related C3 botulinum toxin substrate 1 (Homo sapiens), P63000; hit rate 0.11% among 190,000; GST-Rac1 activated beads; actives lie on both sides; 100% means binding = to untreated wells; percent activity (GTP binding), % at 10 µM;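 active = GTP binding at least 20 percentage points away from the 100% baseline, in either direction, so actives lie on both sides; inconclusive = Compound likely fluorescent itself, or too few beads counted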
# Bim-Mcl-1 = inhibitors of Bim peptide binding to Mcl-1, primary screen, biochemical, bead-based flow cytometry, multiplex. Induced myeloid leukemia cell differentiation protein Mcl-1 (Homo sapiens), Q07820. Bim peptide-Mcl-1 binding. inhibition, % at 10 µM. hit rate 0.1% among 190,000; in the data active = inhibition above about 40%;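 also: 0% = no compound tracer wells and 100% = peptide blocker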
# Active calls of the source: *; ? = inconclusive; . = no result given.
# Preview, nine compounds:
SMILES,Pf gametocyte,Avidin fluor,Mcl1-Noxa inh,Rab7 wt modul,Rac1 wt GTP bind,HRas wt GTP bind,Cdc42 wt GTP,Mcl1-Bid inh,Rab2 wt GTP,Rac1 mut GTP,Bim-Mcl-1
CCOc1ccc(C(C(=O)Nc2ccc(F)cc2)N(C(=O)Cn2nnc3ccccc32)C2CC2)cc1 (centres undefined),-19,7,-6,?,?,?,?,-3,?,?,-2
Cn1nc(C(=O)NC2CCCc3ccccc32)ccc1=O (centres undefined),1,10,3,98,100,94,95,-11,97,94,-2
CC1(c2cc([N+](=O)[O-])cc([N+](=O)[O-])c2)CC(C)(C)N(C(=O)c2ccccc2)c2ccccc21 (centres undefined),.,12,9,104,108,101,101,-3,99,100,-3
CC(=O)c1nn(-c2cccc(Br)c2)cc1C(=O)c1ccc(C)cc1,-2,12,-3,104,105,102,104,-20,100,100,4
C=CCNC(=O)CN(c1ccc(OC)cc1OC)S(C)(=O)=O,6,7,12,101,108,100,104,-5,101,101,1
CC(C)NC(=O)CSc1nc2ccccc2n1CC(=O)N1CCc2ccccc21,.,22,-7,101,108,102,102,-21,103,96,2
COC(=O)[C@@]1(Cc2ccc(OC)cc2)[C@H]2c3cc(C(=O)N4CCCC4)n(CCN4CCNC4=O)c3C[C@H]2CN1C(=O)c1ccccc1,.,10,3,105,105,102,104,-11,103,98,2
COCCn1c(N)c(C(=O)NS(=O)(=O)c2ccc(C)cc2)c(=O)[nH]c1=O,-21,11,-2,93,102,98,102,5,96,97,3
CC1CCN(c2oc(-c3ccccc3Cl)nc2C#N)CC1,18,21,15,98,102,99,99,6,99,97,1

# All compounds of this part, repeating the preview:
SMILES,Pf gametocyte,Avidin fluor,Mcl1-Noxa inh,Rab7 wt modul,Rac1 wt GTP bind,HRas wt GTP bind,Cdc42 wt GTP,Mcl1-Bid inh,Rab2 wt GTP,Rac1 mut GTP,Bim-Mcl-1
CCOc1ccc(C(C(=O)Nc2ccc(F)cc2)N(C(=O)Cn2nnc3ccccc32)C2CC2)cc1 (centres undefined),-19,7,-6,?,?,?,?,-3,?,?,-2
Cn1nc(C(=O)NC2CCCc3ccccc32)ccc1=O (centres undefined),1,10,3,98,100,94,95,-11,97,94,-2
CC1(c2cc([N+](=O)[O-])cc([N+](=O)[O-])c2)CC(C)(C)N(C(=O)c2ccccc2)c2ccccc21 (centres undefined),.,12,9,104,108,101,101,-3,99,100,-3
CC(=O)c1nn(-c2cccc(Br)c2)cc1C(=O)c1ccc(C)cc1,-2,12,-3,104,105,102,104,-20,100,100,4
C=CCNC(=O)CN(c1ccc(OC)cc1OC)S(C)(=O)=O,6,7,12,101,108,100,104,-5,101,101,1
CC(C)NC(=O)CSc1nc2ccccc2n1CC(=O)N1CCc2ccccc21,.,22,-7,101,108,102,102,-21,103,96,2
COC(=O)[C@@]1(Cc2ccc(OC)cc2)[C@H]2c3cc(C(=O)N4CCCC4)n(CCN4CCNC4=O)c3C[C@H]2CN1C(=O)c1ccccc1,.,10,3,105,105,102,104,-11,103,98,2
COCCn1c(N)c(C(=O)NS(=O)(=O)c2ccc(C)cc2)c(=O)[nH]c1=O,-21,11,-2,93,102,98,102,5,96,97,3
CC1CCN(c2oc(-c3ccccc3Cl)nc2C#N)CC1,18,21,15,98,102,99,99,6,99,97,1
COc1ccc(N=N/C(=C\O)C(=O)c2ccco2)cc1,-30,9,-4,94,95,98,100,-8,99,98,1
CN(/N=C/C=C/c1ccccc1)C1=NS(=O)(=O)c2ccccc21,-6,16,1,86,65*,68*,74*,-35,72*,81,18
COc1ccc(CCNC(=O)COc2ccc(-c3ccccc3)cc2)cc1OC,.,22,9,97,102,97,99,12,99,98,0
O=C(Nc1ccc(Nc2ccccc2)cc1)C(Cl)Cl,.,5,-17,97,103,98,101,-56,99,101,-5
COc1ccc(C(=O)c2ccc(OC)cc2O)c(O)c1,.,8,1,97,95,95,95,-2,94,92,-4
CCC(=O)Nc1nc2ccc(S(C)(=O)=O)cc2s1,.,5,1,97,104,98,100,9,98,101,-2
Cn1c(Sc2ccc(C(F)(F)F)cc2[N+](=O)[O-])nnc1-c1ccccc1,2,7,3,104,106,105,107,-12,106,101,-1
Nc1ccnc(Oc2ccc(F)cc2)c1,.,2,-1,101,103,102,106,-8,101,104,-4
N#Cc1ccccc1NC1=CC(=O)CCC1,.,11,8,95,100,98,103,8,98,97,-2
COc1ccc(N2C(=O)C3C4C=CC(c5ccccc5)(C3C2=O)C2C(=O)N(c3ccc(OC)cc3)C(=O)C42)cc1 (centres undefined),-18,11,9,108,109,104,104,-7,103,98,2
CCOC(=O)CSc1nc2c([nH]c3ccccc32)c(=O)n1C,.,17,5,101,105,108,106,-22,108,102,0
CCCCC(=O)NS(=O)(=O)c1ccc(N=NN(CC)CC)cc1,9,10,-20,101,97,96,93,-25,97,93,0
CC1=NN(C(=O)Cc2ccc(C)cc2)C(O)(c2cccnc2)C1 (centres undefined),13,17,16,99,111,105,102,-8,102,104,-2
CCC(=O)Nc1ccc2c(c1)C(=O)N(C1CCCCC1)C2=O,.,28,-12,94,97,95,96,-2,94,95,-1
CC(C)OC(=O)C1C(=O)CC(C)(O)C(C(=O)OC(C)C)C1c1ccccc1 (centres undefined),-15,-1,10,100,105,99,101,-4,101,100,-1
CCc1cc(=O)oc2cc(C)c(CN3CCCCC3)c(O)c12,-10,7,31,100,103,100,101,-3,98,97,1
CCOc1ccc2nc(SCC(=O)NC3CCS(=O)(=O)C3)[nH]c2c1 (centres undefined),.,36,4,102,106,105,106,-2,104,101,2
CN(C)c1ccc(C2C3C(=O)N(c4ccc(C(=O)O)cc4)C(=O)C3ON2c2ccccc2)cc1 (centres undefined),.,25,41,95,98,99,98,-141,96,97,0
O=c1c2c(n3cnnc3n1-c1ccccc1)-c1ccccc1CC21CCCC1,4,13,14,96,102,100,98,-9,101,100,-3
c1ccc(NCn2cncn2)nc1,.,12,6,100,107,103,104,-16,104,100,-4
O=C(CSc1ccc(-c2ccccn2)nn1)NC1CCCCC1,-2,7,-18,101,91,93,92,-8,95,92,11
CC(C)OCCCn1c(=S)[nH]c2cc3c(cc2c1=O)OCO3,-11,7,18,98,103,97,101,12,96,94,-5
NNC(=O)C1CCCN1S(=O)(=O)c1ccc(Cl)cc1 (centres undefined),-7,11,9,88,94,92,93,-27,93,95,5
Cc1ccc(CNC(=O)c2ccc([N+](=O)[O-])o2)cc1,.,11,6,105,104,101,103,-18,104,99,-2
O=C(CC12CC3CC(CC(C3)C1)C2)N/N=C/c1ccncc1,13,16,7,101,102,103,101,-12,101,101,-6
Cc1ccc(NC(=O)c2c(C)noc2C)cc1,-4,7,-26,95,100,99,100,-19,97,97,3
Cc1ccc(S(=O)(=O)CNC(=O)c2ccccc2)cc1,24,9,2,98,104,104,104,-3,103,100,-2
CCCCn1c(SCC(=O)c2ccc3c(c2)OCCO3)nnc1-c1ccco1,.,7,15,94,94,95,95,18,94,92,0
COC(=O)c1ccc(N2CCN(CC(=O)c3ccc(-c4ccccc4)cc3)CC2)c([N+](=O)[O-])c1,.,7,-12,95,102,102,102,-13,101,99,-1
CN(CC(=O)Nc1cccc2c1CCCC2)S(=O)(=O)c1ccccc1,.,9,8,102,106,100,99,-20,99,102,-2
Nn1c(SCC(=O)Nc2ccc3c(c2)OCO3)nnc1-c1ccncc1,7,35,1,?,?,?,?,-10,?,?,-2
CC(=O)Nc1sc2c(c1C#N)CCC(C)C2 (centres undefined),-12,11,9,102,96,97,96,-30,97,96,2
O=C1CCCc2ccccc2N1Cc1cccc(Cl)c1,-20,15,8,102,104,106,102,-1,102,100,1
CCOC(=O)c1cnn(CC2CCCCC2)c1N,.,10,15,98,106,103,104,-20,102,100,0
S=C(NCCN1CCOCC1)Nc1ccc(Cl)c(Cl)c1,-4,8,12,103,96,97,94,-41,95,94,2
O=C(NC1CCCCC1)N1CCCC(c2nc(-c3ccc(S(=O)(=O)N4CCCC4)cc3)no2)C1 (centres undefined),-4,10,22,95,95,97,96,-2,95,95,1
O=S(=O)(Nc1ccc2c(c1)CCC2)c1cccs1,-32,7,9,92,100,98,101,7,97,100,0
O=C(c1cc(-c2ccncc2)nc2ccccc12)N1CCN(S(=O)(=O)/C=C/c2ccccc2)CC1,.,29,15,92,94,92,92,-4,93,92,0
O=C(Nc1ccccc1C(=O)N1CCOCC1)c1noc2c1CCCC2,-15,35,-21,98,100,99,100,-37,98,93,-1
CC(C)CNC(=O)CC(=O)N/N=C/c1ccc(Br)cc1,.,13,7,88,104,98,99,-20,93,101,-1
Cc1ccc2c(c1)C(N1CCCC1=O)CC(c1ccco1)N2 (centres undefined),-25,13,16,99,99,103,101,-53,101,98,3

# Next section.
SMILES,Pf gametocyte,Avidin fluor,Mcl1-Noxa inh,Rab7 wt modul,Rac1 wt GTP bind,HRas wt GTP bind,Cdc42 wt GTP,Mcl1-Bid inh,Rab2 wt GTP,Rac1 mut GTP,Bim-Mcl-1
CCOC(=O)C1(CCc2ccccc2)CCN(C(=O)c2cnc(C)cn2)CC1,.,9,-11,103,99,99,97,-15,98,95,-3
COc1ccc(N2C(=O)C(CC(N)=O)N(NC(=O)c3cccc(OC)c3)C2=S)cc1 (centres undefined),0,15,7,105,97,98,97,-1,97,94,-2
CCC1=NN(C(=O)CCc2ccc3c(c2)OCO3)C(O)(C(F)(F)F)C1 (centres undefined),.,13,4,104,98,96,97,-46,95,94,-1
O=C(/C=C/c1ccccc1)NC(NC(=S)Nc1ccc(Cl)cc1)C(Cl)(Cl)Cl (centres undefined),.,9,11,?,?,?,?,-1,?,?,-6
